# Source: PubChem BioAssay
# FEN1 inh: human FEN1 inhibition; P39748; Recombinant FEN1 flap cleavage, fluorescence, 15 min; Potency, µM (titrated, usually from 114 µM), without a hit: at the top dose activity change, negative = inhibition, actives largely listed as inhibitors; 0.35% of 390,000 active; AID 588795; further: nearly all actives have a fitted effect of over 65% in size
# Target sequence (P39748 whole entry, looked up): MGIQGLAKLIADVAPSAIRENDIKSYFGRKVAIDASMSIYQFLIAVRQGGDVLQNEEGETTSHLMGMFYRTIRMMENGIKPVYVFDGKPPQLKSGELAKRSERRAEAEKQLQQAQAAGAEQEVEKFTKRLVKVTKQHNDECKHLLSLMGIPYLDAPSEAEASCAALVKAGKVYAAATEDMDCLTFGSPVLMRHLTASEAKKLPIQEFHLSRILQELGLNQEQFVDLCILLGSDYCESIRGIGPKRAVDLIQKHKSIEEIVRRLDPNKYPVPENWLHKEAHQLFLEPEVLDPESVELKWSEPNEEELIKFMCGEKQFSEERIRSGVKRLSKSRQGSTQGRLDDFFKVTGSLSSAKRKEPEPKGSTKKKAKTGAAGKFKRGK
#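 FEN1 at 10 nM preincubated with compounds 15 min at room temperature, then flap DNA substrate added at 50 nM final. Signal read at 0 and 15 min; concentration-response fitted with four-parameter Hill equation.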
# N370S GC mod: N370S glucocerebrosidase modulation, Gaucher chaperone candidate; P04062; Potency, µM (top dose mostly 59.4 µM), for inactives: top-dose activity change, negative = inhibition, most hits filed as inhibitors; AID 2101; N370S GC spleen homogenate, 4MU-glucoside fluorescence; 0.092% of 330,000 active;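 further: 0% = full enzyme activity and -100% = no enzyme basal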
# DT40 TDP1 CPT: growth inhibition of DT40 Tdp1-/-;hTDP1 cells with camptothecin (screen for TDP1 inhibitors). Potency, µM (top dose mostly 46.2 µM), without a hit: at the top dose activity change, negative = growth inhibition, usual class: inhibitors. 12% of 420,000 active. chicken DT40 Tdp1-/-;hTDP1 cells + 20 nM CPT, ATP luminescence, 48 h; further: nearly all actives have a fitted effect of over 55% in size
#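 Chicken DT40 Tdp1-/- cells complemented with human TDP1, 400 cells/well, exposed to compounds plus 20 nM camptothecin for at least 48 h at 37 C; viability read as ATP content by CellTiter-Glo luminescence.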
# The depositor's hits bear a star; ? = inconclusive; · = no result given; [ ] = dose if it differs, or a comment. The call rests on the fitted dose curve; in most records, active means well fitted curve in the direction sought with a large enough effect; inconclusive means small, poorly fitted or top-dose-only effect, or another doubt; inactive means no such curve, though single readings can be large; an effect the other way counts as inactive or inconclusive. Unless noted, on the % scale 0 is the no-effect control and ±100 the full control effect; potency means the concentration at half of the fitted maximal effect. A portion of the library; the hit share may differ from the screen's.
item | smiles | FEN1 inh | N370S GC mod | DT40 TDP1 CPT
1 | O=C(NNC(=O)c1ccccc1C(F)(F)F)c1csc(N2CCOCC2)n1 | 0% | 4% | 4%
2 | CCOc1ccc(C(=O)C(C)OC(=O)CN2C(=O)NC(C)(C)C2=O)cc1 (stereo not drawn) | -8% | 0% | -10%
3 | CN(C)S(=O)(=O)N1CCC(C(=O)O)(c2ccccc2)CC1 | 9% | 11% | 9%
4 | CCCCC1CCC(c2nc(-c3ccccn3)no2)CC1 (stereo not drawn) | 1% | 20% | ?
5 | COc1ccccc1/C=C/CN1CCC(Oc2ccc(C(=O)N3CCCC3)cc2)CC1 | 6% | -6% | ?
6 | CCC(C)[C@H](NC(=O)C1CC(=O)N(c2ccc(OC)cc2)C1)C(=O)NC1CCCC1 (stereo partly drawn) | 14% | 4% | -9%
7 | COc1cccc(NC(=O)C2CCN(c3nc4ccccc4nc3C(F)(F)F)CC2)c1 | -3% | · | 23µM*
8 | N#Cc1cccc(NC(=O)C2CCN(S(=O)(=O)c3ccc4[nH]c(=O)ccc4c3)CC2)c1 | -3% | · | -5%
9 | COc1cccc(-c2csc(NC(C)=O)n2)c1 | -7% | 1% | -1%
10 | O=S(=O)(c1cccc(-c2nnc(SCc3ccc(Cl)cc3)o2)c1)N1CCCCC1 | 4% | -5% | 8.2µM*

# Additional entries
item | smiles | FEN1 inh | N370S GC mod | DT40 TDP1 CPT
11 | CC(C)Oc1ccc(C(=O)NCC(=O)Nc2ccc3c(c2)CCC3)cc1 | -2% | · | -22%
12 | Nc1c(C(=O)c2ccc(Cl)cc2)oc2ccccc12 | 2% | 15% | 9%
13 | CCS(=O)(=O)N1CCN(C(=O)c2cccs2)CC1 | -3% | -4% | 19%
14 | CC1CCCN(C(=O)c2cccc(S(=O)(=O)Nc3cc(C(F)(F)F)ccc3Cl)c2)C1 (stereo not drawn) | -23% | -3% | 0%
15 | CCOc1ccccc1NC(=S)N(Cc1cc2ccc(C)cc2[nH]c1=O)CC1CCCN1CC (stereo not drawn) | 5% | 14% | 21µM*
16 | O=C(Nc1ccnn1C1CCN(Cc2c[nH]c3ccccc23)CC1)c1ccccc1 | -5% | -7% | -23%
17 | O=C(CCS(=O)(=O)c1ccccc1)NCc1ccccc1 | 17% | -6% | -12%
18 | CSc1nnc(-c2cc3ccccc3cc2O)n1C | 8% | 4% | 10%
19 | Nn1c(CSc2nc3ccccc3o2)nnc1CSc1nc2ccccc2o1 | 5% | 2% | -20%
20 | CCOC(=O)N1CCN(CCC(=O)Nc2cc([N+](=O)[O-])ccc2OC)CC1 | -5% | 0% | -7%

# (next part)
item | smiles | FEN1 inh | N370S GC mod | DT40 TDP1 CPT
21 | CCCCC(=O)NC(c1ccc(Cl)cc1)c1ccc2cccnc2c1O (stereo not drawn) | ? | · | 1.3µM*
22 | Cc1cc2cc(CNS(=O)(=O)c3ccc4ccccc4c3)ccc2n1C | -23% | -5% | 1%
23 | CC(C)CN(c1ccccc1)S(=O)(=O)c1nnc(NC(=O)C2CCCCC2)s1 | 13% | · | 5.2µM*
24 | CCOc1ccc([N+](=O)[O-])c(N)c1 | 5% | -16% | -2%
25 | Cc1cccc(OCC(=O)N/N=C/c2ccccc2C(=O)O)c1 | -2% | 3% | 1%
26 | CC(=O)Nc1ccc(C2=NN(c3ccccc3)C(c3ccccc3)C2)cc1 (stereo not drawn) | 8% | ? | ?
27 | CCCC(=O)Nc1nc2ccc(NC(=O)c3ccccc3F)cc2s1 | 1% | -8% | 1.8µM*
28 | Cc1cc(C)n(C(=O)Cc2cn3ccsc3n2)n1 | -2% | 6%[2.35 µM] | -8%
29 | Cc1ccc(N(CC#N)C(=O)CS(=O)(=O)c2cccc([N+](=O)[O-])c2)cc1 | -1% | -7% | ?
30 | O=C(CSc1ncc2c(n1)-c1cc(Cl)ccc1N(Cc1ccccc1F)S2(=O)=O)Nc1cccc(C(F)(F)F)c1 | 4% | · | 18µM*

# Results in FEN1 inh, for five of the compounds above:
no.	mol	FEN1 inh
21	CCCCC(=O)NC(c1ccc(Cl)cc1)c1ccc2cccnc2c1O (stereo not drawn)	?
24	CCOc1ccc([N+](=O)[O-])c(N)c1	5%
27	CCCC(=O)Nc1nc2ccc(NC(=O)c3ccccc3F)cc2s1	1%
25	Cc1cccc(OCC(=O)N/N=C/c2ccccc2C(=O)O)c1	-2%
30	O=C(CSc1ncc2c(n1)-c1cc(Cl)ccc1N(Cc1ccccc1F)S2(=O)=O)Nc1cccc(C(F)(F)F)c1	4%

# Continued:
item | smiles | FEN1 inh | N370S GC mod | DT40 TDP1 CPT
31 | CC(=O)N1c2ccccc2C(=O)C1N1CCN(c2ccccc2)CC1 (stereo not drawn) | 3% | · | ?
32 | CCN1C(=O)c2ccccc2S(=O)c2ccc(C(=O)NCCN(CC(C)C)CC(C)C)cc21 (stereo not drawn) | -7% | 3% | ?
33 | Cc1ccc(CSc2ncc(Cl)c(C(=O)NCc3ccccc3)n2)cc1 | -5% | · | -28%
34 | CN1CCN(Cc2c(O)ccc3cc(-c4ccccn4)c(=O)oc23)CC1 | -5% | ? | -2%
35 | Cc1nn2c(-c3ccco3)ccnc2c1-c1ccc(Br)cc1 | 6% | · | 4%
36 | O=C(NC(Cc1ccccc1)C(=O)Oc1ccc2c(C(F)(F)F)cc(=O)oc2c1)OCc1ccccc1 (stereo not drawn) | -7% | 16% | -30%
37 | COc1cc(C(=O)NCCC(=O)NCCN2CCCCCC2)cc(OC)c1OC | -4% | 1% | ?
38 | COc1ccc(C(C(O)C(=O)c2c[nH]c3ccccc23)N2CCN(c3ccc(OC)cc3)CC2)cc1 (stereo not drawn) | -3% | -17% | ?
39 | CCn1ccnc1CN(C)C(=O)CCc1nnc(CCCc2ccccc2)o1 | 18% | 1% | -29%
40 | N#Cc1cccc(Nc2ncnc3c2cnn3-c2cccc(Cl)c2)c1 | 4% | · | ?

# Fetched one by one from above (6):
item | smiles | FEN1 inh | N370S GC mod | DT40 TDP1 CPT
32 | CCN1C(=O)c2ccccc2S(=O)c2ccc(C(=O)NCCN(CC(C)C)CC(C)C)cc21 (stereo not drawn) | -7% | 3% | ?
31 | CC(=O)N1c2ccccc2C(=O)C1N1CCN(c2ccccc2)CC1 (stereo not drawn) | 3% | · | ?
33 | Cc1ccc(CSc2ncc(Cl)c(C(=O)NCc3ccccc3)n2)cc1 | -5% | · | -28%
36 | O=C(NC(Cc1ccccc1)C(=O)Oc1ccc2c(C(F)(F)F)cc(=O)oc2c1)OCc1ccccc1 (stereo not drawn) | -7% | 16% | -30%
34 | CN1CCN(Cc2c(O)ccc3cc(-c4ccccn4)c(=O)oc23)CC1 | -5% | ? | -2%
37 | COc1cc(C(=O)NCCC(=O)NCCN2CCCCCC2)cc(OC)c1OC | -4% | 1% | ?

# Arranged by count of non-hydrogen atoms (rising): part of the list above
item | smiles | FEN1 inh | N370S GC mod | DT40 TDP1 CPT
18 | CSc1nnc(-c2cc3ccccc3cc2O)n1C | 8% | 4% | 10%
31 | CC(=O)N1c2ccccc2C(=O)C1N1CCN(c2ccccc2)CC1 (stereo not drawn) | 3% | · | ?
26 | CC(=O)Nc1ccc(C2=NN(c3ccccc3)C(c3ccccc3)C2)cc1 (stereo not drawn) | 8% | ? | ?
19 | Nn1c(CSc2nc3ccccc3o2)nnc1CSc1nc2ccccc2o1 | 5% | 2% | -20%
8 | N#Cc1cccc(NC(=O)C2CCN(S(=O)(=O)c3ccc4[nH]c(=O)ccc4c3)CC2)c1 | -3% | · | -5%
36 | O=C(NC(Cc1ccccc1)C(=O)Oc1ccc2c(C(F)(F)F)cc(=O)oc2c1)OCc1ccccc1 (stereo not drawn) | -7% | 16% | -30%

# Next section
item | smiles | FEN1 inh | N370S GC mod | DT40 TDP1 CPT
41 | Cc1ccc(CCC(=O)Nc2ccc(Cl)cc2)o1 | -5% | -16% | -18%
42 | COc1ccc(S(=O)(=O)N2CCN(C(=O)c3cccs3)CC2)cc1 | -7% | -11% | -13%
43 | CCOC(=O)CSC1=C(C#N)C(c2ccc(F)cc2)C(C(C)=O)=C(C)N1 (stereo not drawn) | -14% | -15% | -28%
44 | Brc1ccc2c(c1)C(c1cccs1)=NNC(c1cccnc1)=N2 | -2% | -12% | -10%
45 | CC(=O)c1cccc(NC(=O)C(C)n2c(=O)cc(C)c3c(C)nn(-c4ccccc4)c32)c1 (stereo not drawn) | 8% | · | -21%
46 | Cc1ccc(-c2nc(=S)c3c(n2Cc2ccco2)CCCC3)cc1 | -7% | 7% | ?
47 | N#C/C(=N\Nc1ccccc1)C(=N)N1CCOCC1 | -1% | 2% | 4%
48 | CCN1C(=O)c2cccc3c(S(=O)(=O)Nc4ccncc4)ccc1c23 | -8% | -10% | 18%
49 | COc1ccccc1C(=O)Nc1nnc(S(=O)(=O)N2CCOCC2)s1 | -2% | -5% | -7%
50 | COc1ccccc1NC(=O)c1oc2ccccc2c1NC(=O)c1ccco1 | 9% | 12% | -18%
51 | NC1=NC2(CCCCC2)n2c(nc3ccccc32)N1 | 6% | 12% | -18%

# As entered above:
# compound 48 in DT40 TDP1 CPT reads 18%
# compound 46 in N370S GC mod reads 7%
# compound 41 in FEN1 inh reads -5%
# compound 45 in DT40 TDP1 CPT reads -21%
